# GC-B act = GC-B (human) receptor activation | HEK293-GC-B cells, CNP EC30, cGMP TR-FRET; 0% at EC30 CNP, 100% saturating CNP | activation, % at 10 µM | hit rate 0.11% among 370,000 | AID 1920062;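 active means activation at 10 µM reaching about 35% in either raw or pattern-adjusted values, limit read from the data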
# SMARCA2 activ = activators of SMARCA2 function; hit rate 1% among 370,000; activation, % at 9.1 µM; MG213 cells, MMTV-luciferase reporter, dexamethasone, overnight; in the data active means activation above about 7.8%;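 further: 0% = vehicle wells and 100% = reference activator wells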
# NPR1 activator = GC-A (human) enzyme activation | P16066 | HEK293 GC-A cells, cGMP TR-FRET, EC30 ANP; 0% at EC30 ANP, 100% saturating ANP | activation, % at 10 µM | hit rate 0.14% among 370,000 | AID 1671463; in the data active means activation above about 40%
# Target sequence (P16066 whole entry, looked up): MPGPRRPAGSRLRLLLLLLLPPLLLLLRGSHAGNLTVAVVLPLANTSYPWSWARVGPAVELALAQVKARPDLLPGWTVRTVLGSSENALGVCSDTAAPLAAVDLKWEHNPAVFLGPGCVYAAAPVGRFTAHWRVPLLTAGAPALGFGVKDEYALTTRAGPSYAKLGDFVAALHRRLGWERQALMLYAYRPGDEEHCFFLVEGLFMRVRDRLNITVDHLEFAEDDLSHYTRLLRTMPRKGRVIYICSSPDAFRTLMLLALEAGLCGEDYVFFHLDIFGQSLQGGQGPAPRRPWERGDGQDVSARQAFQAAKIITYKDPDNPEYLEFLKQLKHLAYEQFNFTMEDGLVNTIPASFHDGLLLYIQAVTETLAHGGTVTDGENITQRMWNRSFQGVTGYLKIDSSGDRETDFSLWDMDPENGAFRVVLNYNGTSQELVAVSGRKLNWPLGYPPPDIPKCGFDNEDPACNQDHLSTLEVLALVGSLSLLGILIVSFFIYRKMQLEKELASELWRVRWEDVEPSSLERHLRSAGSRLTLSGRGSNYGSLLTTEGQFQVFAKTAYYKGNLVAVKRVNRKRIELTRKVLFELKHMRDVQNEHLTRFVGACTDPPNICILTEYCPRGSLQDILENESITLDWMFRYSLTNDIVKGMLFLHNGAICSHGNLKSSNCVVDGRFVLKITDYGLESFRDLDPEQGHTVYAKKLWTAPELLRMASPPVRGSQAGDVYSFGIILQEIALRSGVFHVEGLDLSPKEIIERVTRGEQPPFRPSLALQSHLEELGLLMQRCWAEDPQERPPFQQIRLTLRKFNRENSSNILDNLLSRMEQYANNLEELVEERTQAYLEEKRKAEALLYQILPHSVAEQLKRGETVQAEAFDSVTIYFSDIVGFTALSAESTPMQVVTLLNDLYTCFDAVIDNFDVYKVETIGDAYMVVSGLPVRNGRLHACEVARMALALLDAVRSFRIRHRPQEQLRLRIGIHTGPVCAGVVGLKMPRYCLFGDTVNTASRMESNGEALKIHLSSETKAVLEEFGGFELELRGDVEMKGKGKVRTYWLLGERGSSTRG
# hcDAF-12 act = H. contortus DAF-12 activation, primary screen. HEK293 hcDAF-12 lit1-tk-luc reporter, luminescence; 0% DMSO, 100% Δ7-dafachronic acid. AID 652067. hit rate 1.4% among 370,000. activation, % at 6.8 µM;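 active means activation above the mean of all tested compounds plus 3 SD, cut at about 5.5% in these data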;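 further: 100% = response to 3 µM Δ7-dafachronic acid high control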
# KLK7 zymogen act = proKLK7 (human) activation, primary screen | purified proKLK7, EDANS-DABCYL substrate fluorescence; 100% is mature enzyme control, 0% vehicle | hit rate 0.9% among 370,000 | activation, % at 7 µM;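 active means activation above the mean of all tested compounds plus 3 SD, computed per campaign excluding outliers beyond control limits, cut at about 13% in these data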
# hgDAF-12 ag = activates the H. glycines DAF-12 receptor ligand-binding domain; activation, % at 6.8 µM; hit rate 1.8% among 370,000; HEK293 GAL4-hgDAF12 UAS-luciferase reporter, agonist luminescence; normalized to butyrate control;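 active means activation above a cutoff set at the mean of all screened compounds plus 3 SD, cut at about 10% in these data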;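 further: 0% = DMSO wells and 100% = sodium butyrate wells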
# DAX1 inh-1 = DAX1 (NR0B1) inhibition, primary screen | HEK293T StAR-luciferase reporter, SF-1/DAX-1 repression relief | inhibition, % at 6.8 µM | hit rate 1.1% among 370,000 | AID 652010;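 active means inhibition above the mean over all tested compounds plus 3 SD, cut at about 3.6% in these data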;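 further: 0% = DAX-1 cells with DMSO and 100% = cells lacking DAX-1 with DMSO; higher inhibition means more luminescence from relief of DAX-1 repression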
# ssDAF-12 act = activators of S. stercoralis DAF-12 nuclear receptor; HEK293 ssDAF-12/GRIP1 lit1-tk-luc reporter, luminescence; % of 3 µM dafachronic acid response; activation, % at 6.8 µM; hit rate 1% among 370,000;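 active means activation above the mean over all tested compounds plus 3 SD, cut at about 0.9% in these data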;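 further: 0% = DMSO-only wells and 100% = 3 µM delta7-dafachronic acid wells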
# FXN GAA850 act = increases GAA850 frataxin promoter reporter activity; activation, % at 6 µM; hit rate 0.56% among 360,000; AID 540364; HEK293 lucGAA850 FXN promoter luciferase reporter, 24 h; percent of 10 µM SAHA response;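 active means activation above the average of all compounds screened plus 3 SD, cutoff fixed separately per campaign, cut at about 7.5% in these data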;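 further: 0% = DMSO wells and 100% = 10 µM SAHA wells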
# sPLA2-III inh = Blocks human group III sPLA2 activity; QFRET BODIPY PC-A2 liposome hydrolysis, fluorescence; inhibition, % at 12.2 µM; hit rate 0.56% among 370,000; AID 743126;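 active means inhibition above mean plus 3 SD of compounds lying within the high and low control bounds, cut at about 19% in these data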;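 further: 0% = median of test compound wells and 100% = no enzyme DMSO wells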
# DAX1 inh-2 = inhibitors of human orphan nuclear receptor DAX1 (NR0B1); P51843; inhibition, % at 6.75 µM; HEK293 Gal4-DAX1 luciferase reporter, luminescence; AID 504766; hit rate 0.99% among 340,000;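 active means inhibition above the mean over all tested compounds plus 3 SD, cut at about 4.2% in these data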;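 further: 0% = DAX1-transfected cells with DMSO and 100% = empty-vector control cells with DMSO; inhibition shows as a rise in luminescence from relieved DAX1 repression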
# Numbers without * were called inactive; · = not tested or not shown.
# Start of the listing, in advance, 9 compounds:
1) CCC(C)(C)NC(=O)C(c1ccccc1)N(Cc1cccnc1)C(=O)c1csnn1 (stereo unspecified)
2) COCCNC(=O)c1ccc2c(c1)nc(C)n2-c1cccc(F)c1
3) O=C(c1ccco1)N1CCN(c2ncccn2)CC1
4) CCCn1cc(S(=O)(=O)CC(=O)Nc2ccc(OC)cc2OC)c2ccccc21
5) CCOc1ccccc1N1CC(C(=O)N(C)Cc2cccnc2)CC1=O (stereo unspecified)
6) CCNC(=O)N(C)[C@H]1C[C@H]2c3[nH]c4cccc(-c5ccc6c(c5)OCO6)c4c3CCN2C[C@H]1[C@H](C)O
7) CC1CCc2cc(F)ccc2N1C(=O)C12CCC(C)(C(=O)O1)C2(C)C (stereo unspecified)
8) COc1ccc(OC)c(-c2cc(C(=O)Nc3c(C)nn(Cc4ccccc4Cl)c3C)no2)c1
9) COc1cc(CCN2C(=O)c3cccc4cccc(c34)C2=O)c(S(=O)(=O)NCCO)cc1OC

compound no.	1	2	3	4	5	6	7	8	9
GC-B act	0.6	0.7	5.1	-8.6	3.8	0.5	2.7	3.3	13.2
SMARCA2 activ	1.0	1.8	-1.4	-2.5	-1.3	4.2	-1.4	-1.2	-1.9
NPR1 activator	-2.3	1.0	-0.9	-9.7	1.5	6.0	-9.1	2.7	6.4
hcDAF-12 act	3.4	-1.3	-0.5	-1.7	-1.0	-1.9	-3.1	-1.4	-4.0
KLK7 zymogen act	-0.6	1.0	-0.2	-0.1	-0.1	-0.5	-0.2	-0.2	-0.5
hgDAF-12 ag	-0.3	0.5	7.1	-1.2	1.9	-6.3	-1.4	0.0	-4.9
DAX1 inh-1	0.3	-0.8	1.5	-0.1	-0.1	-1.4	-0.3	0.3	-0.8
ssDAF-12 act	0.1	-0.9	-1.3	-0.6	-0.5	-1.3	-1.6	-1.6	-2.0
FXN GAA850 act	1.1	2.9	0.7	0.5	1.4	·	0.9	3.5	1.4
sPLA2-III inh	1.3	0.9	8.0	-10.1	2.0	-10.4	-2.5	-1.6	-7.2
DAX1 inh-2	0.2	0.8	1.1	-0.4	-0.6	·	·	0.2	-1.6

# This part in full, from the start:
1) CCC(C)(C)NC(=O)C(c1ccccc1)N(Cc1cccnc1)C(=O)c1csnn1 (stereo unspecified)
2) COCCNC(=O)c1ccc2c(c1)nc(C)n2-c1cccc(F)c1
3) O=C(c1ccco1)N1CCN(c2ncccn2)CC1
4) CCCn1cc(S(=O)(=O)CC(=O)Nc2ccc(OC)cc2OC)c2ccccc21
5) CCOc1ccccc1N1CC(C(=O)N(C)Cc2cccnc2)CC1=O (stereo unspecified)
6) CCNC(=O)N(C)[C@H]1C[C@H]2c3[nH]c4cccc(-c5ccc6c(c5)OCO6)c4c3CCN2C[C@H]1[C@H](C)O
7) CC1CCc2cc(F)ccc2N1C(=O)C12CCC(C)(C(=O)O1)C2(C)C (stereo unspecified)
8) COc1ccc(OC)c(-c2cc(C(=O)Nc3c(C)nn(Cc4ccccc4Cl)c3C)no2)c1

compound no.	1	2	3	4	5	6	7	8
GC-B act	0.6	0.7	5.1	-8.6	3.8	0.5	2.7	3.3
SMARCA2 activ	1.0	1.8	-1.4	-2.5	-1.3	4.2	-1.4	-1.2
NPR1 activator	-2.3	1.0	-0.9	-9.7	1.5	6.0	-9.1	2.7
hcDAF-12 act	3.4	-1.3	-0.5	-1.7	-1.0	-1.9	-3.1	-1.4
KLK7 zymogen act	-0.6	1.0	-0.2	-0.1	-0.1	-0.5	-0.2	-0.2
hgDAF-12 ag	-0.3	0.5	7.1	-1.2	1.9	-6.3	-1.4	0.0
DAX1 inh-1	0.3	-0.8	1.5	-0.1	-0.1	-1.4	-0.3	0.3
ssDAF-12 act	0.1	-0.9	-1.3	-0.6	-0.5	-1.3	-1.6	-1.6
FXN GAA850 act	1.1	2.9	0.7	0.5	1.4	·	0.9	3.5
sPLA2-III inh	1.3	0.9	8.0	-10.1	2.0	-10.4	-2.5	-1.6
DAX1 inh-2	0.2	0.8	1.1	-0.4	-0.6	·	·	0.2

9) COc1cc(CCN2C(=O)c3cccc4cccc(c34)C2=O)c(S(=O)(=O)NCCO)cc1OC
10) Cc1ccccc1Nc1nc(N)nc(COC(=O)c2c(C)noc2C)n1
11) Cc1ccc(-n2ncc(Cl)c2C(=O)NC2CC2)cc1
12) CCN1C(=O)/C(=C/c2cccs2)S/C1=N\S(=O)(=O)c1ccc(C)cc1
13) O=[N+]([O-])c1cccc(C=NNc2ccccc2)c1
14) Cn1c(=O)c2c(SC3CCCC3)nc(C3CC3)nc2n(C)c1=O
15) O=C(CSc1nnc2ccc(-c3cccnc3)nn12)Nc1cccc(F)c1
16) c1ccc2c(c1)nc(N1CCCCC1)c1ccccc12

compound no.	9	10	11	12	13	14	15	16
GC-B act	13.2	-0.5	-0.3	-7.0	-1.4	-8.5	-5.3	7.1
SMARCA2 activ	-1.9	7.3	7.7	0.3	-2.2	-0.6	2.4	5.3
NPR1 activator	6.4	-4.8	-0.1	0.7	-1.6	5.0	5.1	-8.5
hcDAF-12 act	-4.0	0.2	8.8*	-2.6	-0.4	-1.2	-0.5	-0.1
KLK7 zymogen act	-0.5	0.3	0.4	0.3	0.1	-0.1	0.9	0.7
hgDAF-12 ag	-4.9	1.0	11.3*	1.5	3.3	-0.7	-0.7	4.1
DAX1 inh-1	-0.8	0.5	1.7	0.7	-0.9	0.5	0.0	0.8
ssDAF-12 act	-2.0	-0.9	0.4	-1.4	-1.2	-0.2	-0.8	-1.4
FXN GAA850 act	1.4	4.9	8.6*	1.1	4.6	0.6	0.9	2.3
sPLA2-III inh	-7.2	-1.5	-1.1	2.4	3.7	-1.2	-0.1	-1.9
DAX1 inh-2	-1.6	-0.2	1.6	-1.0	3.1	0.5	0.7	1.8

17) Cc1ccc(CC(=O)N2CCC(c3nc4c(nnn4Cc4ccccc4)c(=O)[nH]3)CC2)cc1
18) COc1ccc(-n2nc3c(c2NC(=O)CBr)CSC3)cc1
19) O=C(N/N=C/c1ccccc1C(F)(F)F)c1ccc(O)cc1
20) CCCNC(=O)Cc1c(O)c2ccccc2[nH]c1=O
21) CC(C)c1ccc(Nc2nnc(SCC(=O)c3nnc(-c4ccccc4)o3)s2)cc1
22) CCCCCC1CCC(C(=O)O)CC1 (stereo unspecified)
23) Cc1ccc(N2C(=O)CCC2=O)c(C)c1
24) O=C(OCc1c(F)cccc1Cl)c1cnc(Cl)c(Cl)c1

compound no.	17	18	19	20	21	22	23	24
GC-B act	5.5	4.3	-6.2	6.5	-2.7	-1.8	-8.6	6.6
SMARCA2 activ	7.0	0.7	8.3*	-1.1	4.7	-4.9	-1.2	-1.4
NPR1 activator	-4.7	-0.4	-5.5	4.0	-5.4	6.2	1.8	11.6
hcDAF-12 act	-0.2	-0.7	1.1	0.4	6.6*	-0.7	1.1	3.1
KLK7 zymogen act	0.5	-0.7	-0.3	0.1	-0.1	-0.1	0.4	-0.9
hgDAF-12 ag	-0.1	-0.6	7.1	-1.3	17.7*	0.9	-1.0	0.2
DAX1 inh-1	-0.7	-0.2	1.6	0.1	5.2*	0.3	-0.1	-0.2
ssDAF-12 act	-1.0	-0.4	-0.2	-1.5	0.8	-0.5	-1.1	-1.3
FXN GAA850 act	0.2	-3.3	2.8	-1.6	3.4	-1.6	1.5	1.9
sPLA2-III inh	-12.2	1.0	-9.9	-2.4	22.6*	7.1	0.5	2.2
DAX1 inh-2	0.2	0.2	5.0*	1.4	3.1	-0.9	0.4	0.2

25) Cc1ccc(C(=O)N(Cc2nnc(-c3ccccc3Cl)o2)C2CC2)o1
26) CCNC1CCC(Nc2ccnc3cc(Cl)ccc23)CC1 (stereo unspecified)
27) Cc1ccc(S(=O)(=O)N(CC(=O)N2CCC(C)CC2)Cc2ccccc2F)cc1
28) CN(CCC1CCOCC1)Cc1cn[nH]c1-c1ccc(-c2ccccc2)cc1
29) O=c1c2c3c(sc2nc(NCCO)n1CCc1ccccc1)CCCCC3
30) COc1ccc(NC(=O)C(F)(F)F)cc1OC
31) COC(=O)c1cc(C#N)c(Oc2ccccc2OC)nc1C
32) CCOc1ccc(NC(=O)COC(=O)CCS(=O)(=O)c2ccc(C)cc2)cc1

compound no.	25	26	27	28	29	30	31	32
GC-B act	-2.2	-5.3	-0.3	-18.7	-6.6	-2.5	-2.4	-0.4
SMARCA2 activ	6.9	2.2	-2.3	2.1	2.9	-0.9	-1.1	1.7
NPR1 activator	-3.6	7.3	4.0	-41.5	-6.3	1.4	-0.5	-5.3
hcDAF-12 act	1.3	0.2	-2.1	1.2	-1.3	0.1	-1.6	-0.7
KLK7 zymogen act	0.4	0.0	0.5	0.1	0.0	-0.2	0.2	-0.5
hgDAF-12 ag	4.2	1.7	-2.3	7.1	3.5	-0.4	0.5	5.0
DAX1 inh-1	0.3	1.6	-1.2	1.1	-1.1	-0.2	-0.8	0.4
ssDAF-12 act	-0.9	-1.5	-1.0	-0.4	-1.9	-1.2	-1.6	-0.5
FXN GAA850 act	2.8	-1.4	1.4	3.6	-4.5	1.4	-2.6	1.5
sPLA2-III inh	-5.2	6.2	-10.4	-27.4	8.9	9.8	-1.3	-7.3
DAX1 inh-2	-0.7	1.9	1.6	1.1	-1.4	-0.3	0.6	-1.8

33) CNC(=S)/N=C/NOCc1c(Cl)cccc1Cl
34) O=C(c1cc(C2CC2)nc2ccc(Br)cc12)N1N=C(C(F)F)CC1(O)C(F)F (stereo unspecified)
35) O=C(/C=C/c1cccc([N+](=O)[O-])c1)OC1CCCCC1=O (stereo unspecified)
36) Cc1noc(C(=O)NCC2CCCO2)c1Cl (stereo unspecified)
37) CCn1cc(C(=O)N2CCc3ccccc32)c(=O)c2cc(S(=O)(=O)N3CCCC3)ccc21
38) Cc1ccc(OCCNC(=O)c2ccccc2O)cc1
39) OCC1=C[C@@H](O)C2C=CO[C@@H](O[C@@H]3O[C@H](CO)[C@@H](O)[C@H](O)[C@H]3O)C12 (stereo partly specified)
40) CC1CCN(C(=O)CSc2nnc(-c3cccnc3)n2C2CCCCC2)CC1

compound no.	33	34	35	36	37	38	39	40
GC-B act	0.8	-10.7	-5.9	2.0	10.9	-0.2	5.3	1.6
SMARCA2 activ	-1.3	-3.2	1.1	-0.8	3.7	2.2	0.3	1.3
NPR1 activator	-2.6	-13.8	2.7	3.5	0.7	5.3	-0.4	3.2
hcDAF-12 act	-1.7	1.9	3.0	-0.1	4.8	-0.6	0.3	-0.3
KLK7 zymogen act	1.0	0.2	-0.3	0.6	0.2	-7.5	0.0	-0.5
hgDAF-12 ag	-1.4	-1.5	0.0	3.7	-3.2	-0.5	1.4	-0.2
DAX1 inh-1	0.0	0.9	-0.8	-0.9	-0.2	-0.4	-0.1	0.7
ssDAF-12 act	-1.1	0.1	-1.5	-0.6	0.8	-1.3	-1.6	-0.4
FXN GAA850 act	4.7	-1.3	1.2	2.3	-0.8	1.0	0.2	1.8
sPLA2-III inh	5.0	-9.1	-3.3	7.2	-7.0	1.3	-2.8	5.7
DAX1 inh-2	0.2	-0.1	1.9	1.6	1.2	-1.1	1.4	-2.4

# Assay outcomes (PubChem BioAssay)
